Source: PubChem (several laboratories)
iPSC survival up – enhancers of single-cell hiPSC survival, primary screen, ATPlite luminescence. 100% = ROCK inhibitor wells, 0% = DMSO. survival enhancement, % at 20 µM. actives 0.044% (n = 360,000). AID 602274, 2012; in the data active = survival enhancement above about 18%;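 note: cells exposed to compounds for 16 hours before the ATP read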
aDG glyco up – activators of alpha-DG glycosylation, primary screen, uHTS, Pro5-aDG cells, AlphaScreen. alpha-DG glycosylation AlphaScreen (IIH6); 0% Pro5, 100% B10-LARGE cell signal. activation, % at 10 µM. actives 0.22% (n = 360,000). AID 624168, 2012;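 active = activation of at least 8% versus controls, or a plate z-score of at least 8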;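 note: Pro5 are CHO cells carrying HIG-tagged alpha-DG that lacks glycosylation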
TRPM1 prom inh – inhibitors of MITF-dependent TRPM1 promoter reporter, primary screen, cell-based, SK-MEL-5, single point, luciferase | SK-MEL-5 TRPM1 promoter luciferase, 24 h | inhibition, % at 12.5 µM | actives 0.83% (n = 330,000) | AID 488899, 2010;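 active = mean inhibition across replicates of 60% or more, whatever share of single replicates reaches that level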; note: values of inactives mirror those of a sister screen read the other way
TWEAK-Fn14 inh – inhibitors of TWEAK-Fn14 signaling, primary screen, luciferase reporter cells, uHTS; TWEAK-stimulated Fn14 reporter cells, luciferase luminescence, 8 h; inhibition, % at 10 µM; actives 2% (n = 360,000); AID 1159606, 2016; in the data active = inhibition above about 50%
HIF-2a inh – HIF-2a reporter inhibitors, primary screen, luminescence, 786-0 RCC cells; 786-0 RCC cells HIF-2a reporter, luciferase luminescence, overnight; AID 624352, 2012; inhibition, % at 18.8 µM; actives 0.72% (n = 360,000);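 active = inhibition of the luminescence signal of 40% or more relative to plate controls, in a single-dose primary screen at 18.75 µM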
Shn3 inh set2 – reduction of Shn3 3'UTR firefly luciferase signal, primary screen, Schnurri-3 inhibitor project, cell-based, Clone20 osteoblasts, set 2. AID 588674, 2011. inhibition, % at 12.5 µM. actives 0.52% (n = 360,000). Clone20 osteoblast Shn3 3'UTR firefly luciferase, 24 h;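 active = mean inhibition of at least 75% with every replicate also reaching 75%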;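 note: 0% = median of neutral control wells and 100% = pilot-screen positive control compound; some compounds past the cut are filed as inactive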
CF NFkB inh – inhibitors of PAF-induced NF-kB signaling, primary screen, cell-based, GFP fluorescence, uHTS; KKLEB NF-kB-GFP reporter, GFP fluorescence overnight; inhibition, % at 5 µM; actives 0.86% (n = 360,000); AID 588850, 2011;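 active = at least 50% inhibition at 5 µM, scaled per plate between neutral and stimulator controls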;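 note: PAF is a Pseudomonas aeruginosa culture filtrate used as stimulus; plate controls were PAF-stimulated DMSO wells for no effect and unstimulated DMSO wells for full effect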
NR2E3 ag-1 – inhibitors of NR2E3-RetCOR corepressor binding, primary screen, NR2E3 agonist project, biochemical, TR-FRET, GST-NR2E3, biotin-RetCOR | Photoreceptor-specific nuclear receptor (Homo sapiens), Q9Y5X4 | 1536-well | inhibition of corepressor binding, % at 4.78 µM | actives 0.12% (n = 320,000) | AID 2300, 2010;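 active = percent inhibition above the cutoff of mean plus 3 SD of all tested compounds, set per screening campaign, cut at about 20% in these data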;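 note: 0% = DMSO wells and 100% = biotin wells as full block of FRET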
Target sequence (Q9Y5X4 whole entry, looked up): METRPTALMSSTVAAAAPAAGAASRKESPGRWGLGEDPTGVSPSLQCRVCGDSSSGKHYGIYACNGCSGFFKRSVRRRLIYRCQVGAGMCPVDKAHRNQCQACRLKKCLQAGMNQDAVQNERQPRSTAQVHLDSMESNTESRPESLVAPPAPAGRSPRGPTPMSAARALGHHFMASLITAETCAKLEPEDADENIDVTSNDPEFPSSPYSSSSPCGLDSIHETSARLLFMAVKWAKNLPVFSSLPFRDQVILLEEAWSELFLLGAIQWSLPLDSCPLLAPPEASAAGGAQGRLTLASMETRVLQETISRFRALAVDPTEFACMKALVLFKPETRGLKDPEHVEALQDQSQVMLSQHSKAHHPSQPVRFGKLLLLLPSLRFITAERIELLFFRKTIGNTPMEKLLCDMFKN
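System: GST-tagged NR2E3 plus biotinylated RetCOR corepressor; Buffer or medium: pH 7.5 Tris-based buffer; Probe or stimulus: RetCOR corepressor, biotinylated, 7 nM; Doses: compound at 4.8 µM, single dose; Schedule: 5 h incubation at 4 °C; Technique: time-resolved FRET; Evaluation: percent inhibition of TR-FRET ratio; Replication: one well per compound, singlicate testing.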
KKLEB cytotox – cytotoxicity in KKLEB CF airway cells, primary screen, cytotoxicity control for CF NF-kB inhibitor project, cell-based, uHTS, fluorescence assay plates | KKLEB CF airway cells viability, ATPlite luminescence, overnight; stronger effect = lower value; cells stimulated with P. aeruginosa culture filtrate | activity change (cytotoxicity), % at 5 µM | actives 0.36% (n = 360,000) | AID 602141, 2011;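 active = corrected activity change at or below -50% at 5 µM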
Peg3 promoter – Peg3 promoter-driven luciferase inhibitors, primary screen, cell-based, HeLa, luciferase luminescence; HeLa PEG-Prom luciferase reporter, overnight; inhibition, % at 20 µM; actives 1.7% (n = 360,000);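 active = inhibition of at least 50% at 20 µM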
NR2E3 ag-2 – NR2E3 agonists in two-hybrid cells, primary screen, cell-based, luminescence, CHO-S, Gal4-NCOR/VP16-NR2E3; Photoreceptor-specific nuclear receptor (Homo sapiens), Q9Y5X4; luciferase; inhibition of corepressor binding, % at 3.98 µM; actives 0.35% (n = 360,000); AID 602229, 2012;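 active = inhibition above the mean of all tested compounds plus 3 SD, cut at about 70% in these data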;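 note: 0% = DMSO with NR2E3 transfected cells and 100% = cells lacking NR2E3 construct; higher means lower luciferase signal from less NR2E3 corepressor binding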
The depositor's hits bear a star; nt = no result given.

SMILES	iPSC survival up	aDG glyco up	TRPM1 prom inh	TWEAK-Fn14 inh	HIF-2a inh	Shn3 inh set2	CF NFkB inh	NR2E3 ag-1	KKLEB cytotox	Peg3 promoter	NR2E3 ag-2
Cc1ccc(S(=O)(=O)NCC(=O)OCC(=O)N2C(C)CCCC2C)cc1 (stereo not drawn)	-0.4	-0.3	6	2	3	0	-7	nt	8	14	4
CCOC(=O)c1c(NC(=O)CN2CCC(C)CC2)sc(C)c1C	-0.2	0.2	-4	-11	18	-9	2	5	4	12	-25
CC(C)c1ccc(NC(=O)CSc2n[nH]c(=O)n2C2CC2)cc1	-0.4	-0.1	-5	-9	-4	-19	10	-3	-20	-15	13
O=C(CSc1nnnn1-c1ccc(Cl)c(C(=O)O)c1)NC(c1ccccc1)c1ccccc1	-0.6	-0.1	11	-9	5	14	-6	1	13	-9	-15
CC(=O)Nc1cccc(Nc2nc(-c3ccccc3F)nc3ccccc23)c1	1.6	-0.5	9	30	0	-17	-16	1	-9	12	-22
CCCC(=O)Nc1ccc(C)c(O)c1	-2.6	0.0	0	8	-2	-3	9	-1	-7	-5	8
Cc1ccc(NC(NC(=O)c2cccs2)C(Cl)(Cl)Cl)cc1C (stereo not drawn)	-2.4	1.1	2	15	14	28	2	-2	12	11	2
CC(=O)c1ccc(OCC(O)CN(C)Cc2cccs2)cc1 (stereo not drawn)	-2.6	0.4	0	-17	6	-5	-17	-1	1	-8	4
CN1CCN(C(=O)CCN2C(=O)/C(=C/c3ccc(F)cc3)SC2=S)CC1	-0.6	0.2	-8	8	3	-52	8	1	-12	43	-16
CCOC(=O)[C@]12CCCC=C1N(Cc1ccco1)C(=O)[C@H](CC(=O)N1CCC(c3ccccc3)CC1)C2	-0.9	0.1	nt	4	12	nt	nt	nt	nt	nt	-27
COc1cccc(NC(=O)CN(C)C(=O)CN2C(=O)c3ccc([N+](=O)[O-])cc3C2=O)c1	0.4	-0.2	2	9	7	15	13	3	2	-4	-28
CCc1cccc(CC)c1-n1c(SCC(=O)N2CCc3ccccc32)nc(O)cc1=O	1.4	-0.1	13	-6	15	13	-4	nt	-8	1	-31
CC(=O)Nc1ccc(NC(=O)CC(C)n2ccnc2)cc1 (stereo not drawn)	1.3	0.1	-1	1	13	-7	1	-2	-1	4	-24
COc1cc(N/N=C/c2ccccc2O)ncn1	1.1	1.2	-39	5	-218	38	-36	-1	6	-63	-107
Cc1ccc(C)c(Nc2nc3ccc(C)cc3n3cnnc23)c1	0.4	0.0	-10	-39	21	7	15	1	-11	13	-5
Cn1cccc1C(=O)OCC(=O)NC(=O)NC1CCCCC1	0.2	0.0	-36	-35	-138	-36	-15	2	-1	-118	-49
Cc1cc(=O)n2[nH]c(C)c(-c3ccccc3)c2n1	4.2	0.2	0	-14	6	-3	7	2	-4	11	-27
O=C(NCc1ccco1)C1CCN(c2ccc(S(=O)(=O)N3CCOCC3)cc2[N+](=O)[O-])CC1	0.7	0.0	5	1	9	8	-21	-3	1	29	-14
N#CCC(=O)Nc1ccc(C(=O)OCC(=O)c2ccc3c(c2)OCCO3)cc1	0.7	0.0	-42	39	-140	-47	7	-3	8	-275	-28
CCN(CC)C(=O)CSCc1cnn(-c2ccccc2)c1-n1cccc1	-0.6	0.1	10	8	20	2	12	-2	-3	11	0
Cc1ccc(N(C)S(=O)(=O)c2cccc(C(=O)NCCCN3CCCC3=O)c2)cc1	-0.1	-0.1	nt	-7	11	-1	12	2	16	3	0

Some of these compounds in order of the CF NFkB inh value, high to low.
mol	aDG glyco up	TRPM1 prom inh	TWEAK-Fn14 inh	HIF-2a inh	Shn3 inh set2	CF NFkB inh	NR2E3 ag-1	Peg3 promoter	NR2E3 ag-2
CCCC(=O)Nc1ccc(C)c(O)c1	0.0	0	8	-2	-3	9	-1	-5	8
Cc1ccc(NC(NC(=O)c2cccs2)C(Cl)(Cl)Cl)cc1C (stereo not drawn)	1.1	2	15	14	28	2	-2	11	2
CC(=O)Nc1ccc(NC(=O)CC(C)n2ccnc2)cc1 (stereo not drawn)	0.1	-1	1	13	-7	1	-2	4	-24

One compound at a time (already shown).
Shown for `CCOC(=O)c1c(NC(=O)CN2CCC(C)CC2)sc(C)c1C` → iPSC survival up: -0.2; aDG glyco up: 0.2; TRPM1 prom inh: -4; TWEAK-Fn14 inh: -11; HIF-2a inh: 18; Shn3 inh set2: -9; CF NFkB inh: 2; NR2E3 ag-1: 5; KKLEB cytotox: 4; Peg3 promoter: 12; NR2E3 ag-2: -25
Shown for `Cc1ccc(C)c(Nc2nc3ccc(C)cc3n3cnnc23)c1` → iPSC survival up: 0.4; aDG glyco up: 0.0; TRPM1 prom inh: -10; TWEAK-Fn14 inh: -39; HIF-2a inh: 21; Shn3 inh set2: 7; CF NFkB inh: 15; NR2E3 ag-1: 1; KKLEB cytotox: -11; Peg3 promoter: 13; NR2E3 ag-2: -5
Shown for `Cn1cccc1C(=O)OCC(=O)NC(=O)NC1CCCCC1` → iPSC survival up: 0.2; aDG glyco up: 0.0; TRPM1 prom inh: -36; TWEAK-Fn14 inh: -35; HIF-2a inh: -138; Shn3 inh set2: -36; CF NFkB inh: -15; NR2E3 ag-1: 2; KKLEB cytotox: -1; Peg3 promoter: -118; NR2E3 ag-2: -49
